KCNQ2 block – KCNQ2 potassium channel inhibitors, primary screen, cell-based, CHO-K1, FluxOR thallium flux, B-score (AID 2156) | O88943 | 20 min; hits give low values | B-score at 10 µM | actives 1.1% (n = 310,000);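 active = fluorescence ratio B-score at most minus 3 library SDs, with starting brightness B-score within 2 library SDs, cut at about -5.5 in these data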
Target sequence (O88943 whole entry, looked up): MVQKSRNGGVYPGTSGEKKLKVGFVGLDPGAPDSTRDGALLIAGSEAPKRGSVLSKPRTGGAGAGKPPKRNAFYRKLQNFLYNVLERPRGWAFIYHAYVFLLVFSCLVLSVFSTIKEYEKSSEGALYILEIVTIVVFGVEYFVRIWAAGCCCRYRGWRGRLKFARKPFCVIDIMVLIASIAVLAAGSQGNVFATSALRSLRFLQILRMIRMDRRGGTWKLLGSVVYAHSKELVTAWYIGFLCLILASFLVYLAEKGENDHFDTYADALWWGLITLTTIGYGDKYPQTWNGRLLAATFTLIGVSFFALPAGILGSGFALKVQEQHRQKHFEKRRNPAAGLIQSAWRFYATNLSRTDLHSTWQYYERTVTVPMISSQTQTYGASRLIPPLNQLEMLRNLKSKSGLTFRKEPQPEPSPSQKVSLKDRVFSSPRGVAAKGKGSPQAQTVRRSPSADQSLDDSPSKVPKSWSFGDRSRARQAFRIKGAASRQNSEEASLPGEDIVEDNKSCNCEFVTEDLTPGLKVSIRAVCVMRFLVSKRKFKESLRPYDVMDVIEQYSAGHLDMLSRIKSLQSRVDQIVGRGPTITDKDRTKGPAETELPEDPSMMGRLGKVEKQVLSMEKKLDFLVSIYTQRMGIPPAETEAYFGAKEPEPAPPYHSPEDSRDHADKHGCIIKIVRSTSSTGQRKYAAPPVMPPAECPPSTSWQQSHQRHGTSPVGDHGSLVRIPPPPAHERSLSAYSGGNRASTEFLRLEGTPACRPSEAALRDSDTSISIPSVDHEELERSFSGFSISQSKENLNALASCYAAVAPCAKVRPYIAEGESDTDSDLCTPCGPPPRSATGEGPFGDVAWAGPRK
CHT inh – inhibitors of human choline transporter CHT; CHT-expressing cells, membrane potential dye, choline response; hits give low values; B-score at 10 µM; actives 0.86% (n = 310,000); AID 488975;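 active = B-score over 3 SD under the library average, and starting fluorescence ratio not unusually high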;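 also: choline stimulus applied at its EC90 after an EC20 pre-addition; B-score computed on integrated fluorescence ratio after choline addition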
Numbers without * were called inactive; i = inactive; · = not tested or not shown.

KCNQ2 block,CHT inh,structure
i,i,CC1(c2ccc(OC(F)F)cc2)NC(=O)N(CC(=O)Nc2cccc(S(N)(=O)=O)c2)C1=O (configuration not stated)
i,i,Cc1ccc(NC(=O)CCNS(=O)(=O)c2cccc3nsnc23)cc1
i,i,CC1(C)C(=O)Nc2ccccc2N1C(=O)COC(=O)/C=C/c1ccc(OC(F)F)cc1
i,i,COc1ccc(C)c2sc(N(CCN(C)C)C(=O)c3ccc4ccccc4c3)nc12
i,i,COc1ccc(S(=O)(=O)NCCc2nnc3ccc(SCC(=O)Nc4nc(C)cs4)nn23)cc1
i,i,CC12CCC(C(=O)Nc3cccc(NC(=O)C45CCC(C)(C(=O)O4)C5(C)C)n3)(OC1=O)C2(C)C
i,i,CC1(C(=O)CSc2ncn[nH]2)CCC(=O)O1 (configuration not stated)
i,i,CCC(CC)C(=O)N1CC(=O)Nc2ccc(F)cc2C1c1ccccc1 (configuration not stated)
i,i,CC(C)CC(COCc1ccc(C(F)(F)F)cc1)N1CCN(C(=O)c2ccc(C(F)(F)F)cc2)CCC1=O (configuration not stated)
i,i,CN(CC(=O)Nc1ccc(F)c(F)c1F)C(=O)CCCSc1nc2ccccc2[nH]1
i,i,O=C(O)c1cccc(Nc2c([N+](=O)[O-])c(=O)oc3ccccc23)c1
i,i,CCOC(=O)C1CCCN(C(=O)c2cc3ccc(OC)cc3[nH]2)C1 (configuration not stated)
i,i,CC(C)Oc1ccc(C(=O)Nc2nnc(SCC(=O)N3CCOCC3)s2)cc1
i,i,O=C(N=C1SC2CS(=O)(=O)CC2N1Cc1ccccc1Cl)C1CCCO1 (configuration not stated)
i,i,CCn1cc(/C=C/c2cc[n+](C)cc2)c2ccccc21
i,i,S=C(NCc1cccnc1)Nc1ccc(Oc2ccccc2)cc1
i,i,COc1ccc(OC)c(C(C(=O)NC2CCCCC2)N(C(=O)c2snc(C(N)=O)c2N)c2ccccc2OC)c1 (configuration not stated)
i,i,COc1ccc(OC)c(C(c2c(C)[nH][nH]c2=O)c2c(C)[nH][nH]c2=O)c1
i,i,CCOC(=O)Cn1c(=O)c2c(nc(Br)n2Cc2ccc(Cl)cc2)n(C)c1=O
i,i,CCOc1ccccc1CN1CCC(CO)(CCOc2ccccc2)CC1
i,i,O=C(COc1ccc(Cl)cc1)NCC(=O)N/N=C/c1cccs1
i,i,CCCCC(=O)N/N=C/c1sccc1C
i,i,Cc1ccc(N(CC(=O)NC(C)c2ccccc2)S(=O)(=O)c2cccs2)cc1 (configuration not stated)
i,i,CC1CCCCC1NC(=S)Nc1ccc(Cl)cc1Cl (configuration not stated)
i,i,Cc1ccc2[nH]c(=O)c(CN(Cc3ccco3)C(=O)c3ccncc3)cc2c1
i,i,O=C(O)CCN1C(=O)/C(=C\c2cccc(OCC(=O)Nc3ccc(Cl)cc3)c2)SC1=S
i,i,Cc1cccc(-c2c3c(=O)n(C)c(=O)n(C)c3cn2C2CCCCC2)c1
i,i,Cc1ccc(NC(=O)CSCC(=O)NCCc2ccccn2)c(C)c1
i,i,CNC[C@H](O)c1cccc(O)c1
i,i,O=CN1CCc2scc[n+]2-c2ccccc21
i,i,CCOC(=O)C1(Cc2ccc(OC)cc2)CCN(C(=O)CN2CCN(CC)CC2)CC1
i,i,Cc1ccc(S(=O)(=O)O/N=C2\CCCc3ccccc32)cc1
i,i,O=C(Cn1cc2c(n1)CCCC2)NCCc1ccccc1
i,i,CCC(C)c1ccc(OCCN2CCCC2)cc1 (configuration not stated)
i,i,CN(C(=O)COC(=O)c1cc(-c2ccc(Cl)s2)nc2ccccc12)C1CCS(=O)(=O)C1 (configuration not stated)
i,i,Cn1c(=O)c(=O)n(C)c2cc(S(=O)(=O)Nc3ccc4c(c3)OCCO4)ccc21
i,i,COc1cc(-c2nc(-c3ccccc3)c(-c3ccc(F)cc3)[nH]2)cc2c1OCO2
i,i,O=C(CCNC(=O)c1ccc([N+](=O)[O-])cc1)Nc1ccccc1N1CCCCC1
i,i,CCN(CC(=O)NC(C)(C)C)C(=O)COc1c(Cl)cc(Cl)c2ccc(C)nc12
i,i,CCN(CC)C(=O)Cn1cc(S(=O)(=O)CC(=O)NC2CCCCC2)c2ccccc21
i,i,CCOc1nc(C)ccc1-c1noc(-c2ccccn2)n1
i,i,COC(=O)c1ccc(CSc2nc3ccc(S(=O)(=O)N4CCOCC4)cc3[nH]2)cc1
i,i,COc1cc(C(=O)NCc2nnc(SCC(=O)NC3CCCC3)o2)cc(OC)c1OC
i,i,COc1ccc(N2CCN(C(=O)Cc3ccc(S(=O)(=O)N4CCOCC4)s3)CC2)cc1
i,i,Cc1cc(C(=O)CSc2nnnn2-c2ccccc2)c(C)n1-c1ccc2c(c1)OCO2
i,i,Cc1cc(C)cc(NC(=O)N(CCC#N)Cc2cccs2)c1
i,i,CN(C(=S)Nc1ccc(Oc2ccccc2)cc1)C1CCCCC1
i,i,COc1ccc(CN(C)CC(=O)NC2CCCc3ccccc32)cc1OC (configuration not stated)
i,i,CC(=O)Nc1ccc(S(=O)(=O)N2CCN(CC(=O)NC3CCCC3)CC2)cc1
i,i,Cc1ccc(C)c(NC(=O)CSc2nnc(CSc3nc(C)cc(C)n3)n2Cc2ccco2)c1
i,i,CC1(C)CC(=O)C=C(Nc2ccc(C(=O)O)c(O)c2)C1
i,i,O=C(N/N=C/c1c(F)cccc1Cl)c1cc(C2CC2)[nH]n1
i,i,COc1ccccc1N1CCN(C(=O)CCC(=O)Nc2nnc(CC(C)C)s2)CC1
i,i,COc1ccc(OC)c(Nc2nc(-c3sc(NC(=O)C(C)(C)C)nc3C)cs2)c1
i,i,CCc1nc(N2CCN(S(=O)(=O)c3ccc(Br)cc3)CC2)c2c(C)c(C)sc2n1
i,·,Cc1cc(C)n2c(C)nnc2c1
i,i,O=C(c1ccc(S(=O)(=O)Cc2ccccc2Cl)c([N+](=O)[O-])c1)N1CCN(c2ccccn2)CC1
i,i,N#CC1=C(SCC(=O)NC23CC4CC(CC(C4)C2)C3)NC(=O)C(C#N)C12CCCCC2 (configuration not stated)
i,i,COC(=O)c1ccccc1SC(CC(=O)c1ccccc1)c1ccc(F)cc1 (configuration not stated)
i,i,O=C(CC(c1ccc(F)cc1)c1ccco1)N1CCCC1 (configuration not stated)

Further structures.
KCNQ2 block,CHT inh,structure
i,i,O=C(Cn1c(=O)oc2cc(S(=O)(=O)N3CCCC3)ccc21)NCc1ccccn1
i,i,CCOc1ccc2nc(N3CCOCC3)nc(C)c2c1
i,i,O=C(CCOc1ccccc1)Nc1ccnn1C1CCN(Cc2ccc(F)cc2)CC1
i,i,Cc1nc2ncc(Br)cc2[nH]1
i,i,O=[N+]([O-])c1ccc(C2=NN(CCO)C(=Nc3ccc(OC(F)(F)F)cc3)SC2)cc1
i,i,COCCCn1c(=N)c(C(=O)NCC2CCCO2)cc2c(=O)n3ccccc3nc21 (configuration not stated)
i,i,CCN(C1CCS(=O)(=O)C1)S(=O)(=O)c1cccs1 (configuration not stated)
i,i,CC1=C(C)CC(C(=O)NNC(=O)c2csc(C)c2C)C(C(=O)O)C1 (configuration not stated)
i,i,COCCNC(=O)Cn1cnc2sc(C)c(S(=O)(=O)N3CCC(C)CC3)c2c1=O
i,i,O=C(NCCc1c[nH]c2ccccc12)/C(=C\c1cccs1)NC(=O)c1ccccc1
i,i,CC1=C(C#N)C2(O)C(=O)c3ccccc3C2(O)N1 (configuration not stated)
i,i,Cc1ccc(CNC(=O)c2cc(C)nn2-c2ccccc2)cc1
i,i,COC(=O)C1=C(C)N(c2ccc(F)c(Cl)c2)C(=O)C1
i,i,Cc1oc(C(C)(C)C)cc1C(=O)NC(Cc1ccccc1)C(=O)O (configuration not stated)
i,i,COc1cc(C(=S)N2CCOCC2)ccc1OS(=O)(=O)c1ccc(C)cc1
i,i,Cc1cc(-c2nnc3n2CCCCC3)c(C)n1-c1ccccc1
i,i,COc1ccc(C(C)=O)cc1COC(=O)Cn1cnc2ccccc2c1=O
·,i,COc1ccc2nc(C)c3cc(C)oc3c2c1
i,i,O=C(CCNC(=O)c1ccc([N+](=O)[O-])cc1)Nc1nccs1
i,i,COCCNC(=O)CSc1ccccc1C(=O)NCC1CCCCC1
i,i,CCCCCSc1nc2c(cnn2-c2ccc(F)cc2)c(=O)[nH]1
i,i,Cc1ccc(NC(=O)C2CCCN(c3cnccn3)C2)c(C)c1 (configuration not stated)
i,i,COc1ccccc1CN(C)C(=O)C1COc2ccccc2O1 (configuration not stated)
i,i,CC1(c2ccccc2)NC(=O)N(CC(=O)NNC(=O)c2ccccc2)C1=O (configuration not stated)
i,i,O=C(Nc1ccc(N2CCOCC2)cc1)c1cc(-c2ccncc2)nc2ccccc12
i,i,CCC(C)n1c(SC(C)C#N)nc2ccccc2c1=O (configuration not stated)
i,i,Cc1ccc(NS(=O)(=O)c2ccc(NC(=O)c3ccc(Br)o3)cc2)c(C)c1
i,i,O=C1[C@@H]2Cc3c([nH]c4ccccc34)CN2C(=O)CN1CCCO
i,i,Fc1cccc(CSc2nnc3c(n2)[nH]c2ccccc23)c1
i,i,COc1ccc2c(N)c(C(=O)NN)[nH]c2c1
i,i,COC(=O)c1ccccc1NC(=O)COC(=O)c1ccccc1N=Nc1ccc(N(C)C)cc1
i,i,N#Cc1c(-c2ccccc2Cl)noc1/C=C/Nc1ccc(C(=O)O)cc1
i,i,COc1ccc(C(=O)NC(=S)NC(C)C)cc1Br
i,i,CCOC(=O)c1cnc2[nH]c3ccccc3n2c1=O
i,i,CCc1cc2c(=O)c(-c3nc(C)cs3)coc2cc1O
i,i,COc1cccc(N2CCN(S(=O)(=O)c3ccc4c(c3)NC(=O)C(C)C(=O)N4)CC2)c1 (configuration not stated)
i,i,CCOc1ccc(C(=O)NCCC(=O)N2CCC3(CC2)NCCc2[nH]cnc23)cc1
i,i,Cc1oc(-c2ccc(Cl)cc2)nc1CN1CCCC(C(=O)NCCCN2CCOCC2)C1 (configuration not stated)
i,i,CCc1nccn1S(=O)(=O)c1ccc2ccccc2c1
i,i,Cc1ccc(S(=O)(=O)N(C)CC(=O)N2CCN(Cc3ccc4c(c3)OCO4)CC2)cc1
i,i,Cc1cccc(N2CCN(C(=O)c3ccc4c(c3)OCCO4)CC2)c1C
i,-9.4*,Nc1cc(S(=O)(=O)N2CCCCC2)ccc1Oc1ccc(Cl)cc1
i,·,CCn1c(C)cc(C=C2C(=O)c3ccccc3C2=O)c1C
i,i,Cc1[nH]nc(N=CC2=C(O)CC(c3ccco3)CC2=O)c1-c1ccccc1 (configuration not stated)
i,i,O=C(CN1CCCCCC1)N/N=C/c1cccc(Cl)c1
i,i,CCOC(=O)N1CCN(c2c(NCCN3CCN(c4ccccc4F)CC3)c(=O)c2=O)CC1
i,i,Cc1cc(C)cc(N2CC(C)(C)C2=O)c1
i,i,CC1(C)OC2OC(C(=O)N/N=C/c3cc(Br)ccc3O)C3OC(C)(C)OC3C2O1 (configuration not stated)
i,·,COc1ccccc1-n1c(-c2ccccc2)c[nH]c1=S
i,i,Cc1ccc(/C(N)=N/OC(=O)CCCc2ccccc2)cc1
i,i,COc1cc2sc3ccc(-c4ccc(N(C)C)nc4)cc3c(=O)c2cc1OC
i,i,CC(Cc1cccs1)NC(=S)Nc1ccc(Cl)c(Cl)c1 (configuration not stated)
i,i,CC1(C)CNC(=O)CC(C)(C)N1
i,i,Nc1nonc1-n1nnc(C(=O)N/N=C/c2ccccc2F)c1CN1CCOCC1
i,i,COc1ccc(-c2nnc(SC(C)C#N)o2)cc1 (configuration not stated)
i,·,CC(C)NC(=O)N1CCOCCOCCN(C(=O)NC(C)C)CCOCCOCC1
i,i,Cc1ccc(CN2CCN(CC(=O)N/N=C/c3ccc(C)o3)CC2)cc1
i,i,O=C(/C=C/c1ccc(F)cc1)NCCC1=CCCCC1
-5.5*,i,CCC1(C)Cc2ccccc2-c2nc(-c3ccccc3)oc(=O)c21 (configuration not stated)
i,i,CC(C)=C(NC(=O)c1ccccc1)C(=O)N1CCOCC1

Single records, as listed above. Screens in order: KCNQ2 block | CHT inh
CC1(C)CNC(=O)CC(C)(C)N1 in the list: i | i
Nc1nonc1-n1nnc(C(=O)N/N=C/c2ccccc2F)c1CN1CCOCC1 in the list: i | i
Cc1cccc(N2CCN(C(=O)c3ccc4c(c3)OCCO4)CC2)c1C in the list: i | i
Nc1cc(S(=O)(=O)N2CCCCC2)ccc1Oc1ccc(Cl)cc1 in the list: i | -9.4*
Cc1cc(C)cc(N2CC(C)(C)C2=O)c1 in the list: i | i

Not a retest: an excerpt of the list.
KCNQ2 block,CHT inh,structure
i,i,Cc1[nH]nc(N=CC2=C(O)CC(c3ccco3)CC2=O)c1-c1ccccc1 (configuration not stated)
i,i,O=C(CN1CCCCCC1)N/N=C/c1cccc(Cl)c1
i,i,CCOC(=O)N1CCN(c2c(NCCN3CCN(c4ccccc4F)CC3)c(=O)c2=O)CC1

The listing picks up with the 4 entries that preceded the break.
KCNQ2 block,CHT inh,structure
i,i,Cc1ccc(CN2CCN(CC(=O)N/N=C/c3ccc(C)o3)CC2)cc1
i,i,O=C(/C=C/c1ccc(F)cc1)NCCC1=CCCCC1
-5.5*,i,CCC1(C)Cc2ccccc2-c2nc(-c3ccccc3)oc(=O)c21 (configuration not stated)
i,i,CC(C)=C(NC(=O)c1ccccc1)C(=O)N1CCOCC1
i,i,O=C(NCc1ccccn1)C1CCC(=O)N1C1CCCCC1 (configuration not stated)
i,i,Cc1ccc(NS(=O)(=O)c2cccc3nsnc23)cc1[N+](=O)[O-]
i,i,O=c1/c(=C/c2cccc3ccccc23)sc2ncnn12
i,i,CCC(C)(C(=O)Nc1ccc2c(c1)OCCO2)N(C(C)=O)c1ccc(C(N)=O)cc1 (configuration not stated)

Compound activity as filed in PubChem.
